Glyco luc inh = N-linked glycosylation inhibition | D54 ERlucT glycosylation luciferase reporter, 24 h; percent of 100 nM tunicamycin response | reporter increase, % at 12.5 µM | 0.23% of 360,000 active;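 active = mean luciferase reporter signal, scaled so untreated is 0 and the glycosylation-blocking control 100, at or above a set limit in every replicate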;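 also: luciferase carries N-glycosylation sites so blocking glycosylation raises the light; 0% = median of neutral control wells and 100% = median of 100 nM tunicamycin wells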
aDG glyco up = increases alpha dystroglycan glycosylation. Pro5-aDG cells, alpha-DG glycosylation AlphaScreen (IIH6); 0% Pro5, 100% B10-LARGE cell signal. activation, % at 10 µM. 0.22% of 360,000 active. AID 624168;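 active = activation of at least 8% versus controls, or a plate z-score of at least 8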;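 also: Pro5 are CHO cells carrying HIG-tagged alpha-DG that lacks glycosylation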
CaV13 ICDI inh = Disruptors of the CACNA1D IQ motif to Ca2+-dependent inactivation inhibitor domain association, primary screening, Förster resonance energy transfer in intact living …. HEK cells, CFP/YFP FRET ICDI-IQ, plate reader, 10 min; percent FRET-ratio fall versus neutral wells. inhibition, % at 12.3 µM. 0.098% of 340,000 active;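 active = mean replicate inhibition of at least 30% and at least 1% of replicates passing that level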;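 also: 0% = median of the neutral control wells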
PDI inh = inhibitors of human protein disulfide isomerase; P07237; PDI insulin aggregation turbidity, A650, 90 min; inhibition, % at 10 µM; 0.052% of 350,000 active;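 active = mean inhibition across replicates of 30% or more, whatever share of single replicates reach that level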;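 also: absorbance from insulin aggregation driven by PDI reduction with DTT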
Target sequence (P07237 whole entry, looked up): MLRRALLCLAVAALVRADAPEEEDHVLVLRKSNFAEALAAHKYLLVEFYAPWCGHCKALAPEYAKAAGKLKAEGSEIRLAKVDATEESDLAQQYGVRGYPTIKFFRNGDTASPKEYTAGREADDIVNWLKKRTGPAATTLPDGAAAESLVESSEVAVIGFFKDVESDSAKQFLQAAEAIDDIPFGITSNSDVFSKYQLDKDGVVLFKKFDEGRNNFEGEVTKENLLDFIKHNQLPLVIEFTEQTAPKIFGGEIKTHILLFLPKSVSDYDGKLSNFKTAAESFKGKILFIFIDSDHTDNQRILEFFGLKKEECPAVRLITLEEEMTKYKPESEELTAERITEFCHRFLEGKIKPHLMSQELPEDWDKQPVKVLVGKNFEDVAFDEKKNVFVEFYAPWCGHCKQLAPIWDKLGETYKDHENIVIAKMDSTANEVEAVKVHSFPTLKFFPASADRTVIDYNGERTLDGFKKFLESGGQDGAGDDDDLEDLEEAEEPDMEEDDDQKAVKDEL
HTR2A ag = mouse HTR2A agonism via beta-arrestin recruitment; CHO-K1 mHTR2A beta-arrestin complementation, luminescence; percent of 30 µM serotonin response; activation, % at 7.6 µM; 0.66% of 360,000 active;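 active = activation above a run cutoff, the mean activation of all tested compounds plus 3 SD, cut at about 14% in these data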;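 also: 0% = plate median of compound wells and 100% = 30 µM serotonin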
Target sequence (P35363 whole entry, looked up): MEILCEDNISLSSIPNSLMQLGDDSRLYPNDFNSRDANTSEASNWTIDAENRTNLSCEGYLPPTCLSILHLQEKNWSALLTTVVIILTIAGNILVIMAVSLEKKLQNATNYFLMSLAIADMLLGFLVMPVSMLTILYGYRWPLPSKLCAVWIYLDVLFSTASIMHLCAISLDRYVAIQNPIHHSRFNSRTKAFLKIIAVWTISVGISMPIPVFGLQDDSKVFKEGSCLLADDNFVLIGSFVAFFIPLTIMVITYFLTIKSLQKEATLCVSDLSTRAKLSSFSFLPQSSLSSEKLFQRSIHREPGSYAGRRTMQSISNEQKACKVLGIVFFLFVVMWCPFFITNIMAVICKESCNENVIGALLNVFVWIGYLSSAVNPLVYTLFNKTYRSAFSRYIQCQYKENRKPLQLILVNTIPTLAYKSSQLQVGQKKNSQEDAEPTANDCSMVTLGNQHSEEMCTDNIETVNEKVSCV
ABCB6 inh 2 = human ABCB6 transporter inhibition. K562-ABCB6 porphyrin accumulation, flow cytometry, 1 h; stronger effect = lower value. fluorescence ratio to DMSO, % at 10 µM. 0.19% of 360,000 active;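 active = fluorescence ratio to DMSO below 75%, the collection mean minus 3 SD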;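 also: signal is porphyrin accumulated inside mitochondria; 100% equals median channel fluorescence of DMSO control wells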
MC4R ag barr = activates human MC4R beta-arrestin recruitment. activation, % at 8.9 µM. U2OS MC4R beta-arrestin complementation, luminescence; percent of melanotan II response, DMSO zero. AID 540308. 0.98% of 360,000 active;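 active = activation above a per-plate cutoff, the mean activation of sample wells on that plate plus 3 SD, cut at about 8% in these data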
Vif inh = HIV Vif inhibition. HEK293T cells, Vif self-association by quenched fluorescence, imaging, 24 h. inhibition, % at 7.49 µM. 0.35% of 340,000 active. AID 602346; in the data active = inhibition above about 50%, passing the limit was not always enough; also: some results filed as inactive read as strong as hits
H9c2 protect = protects H9c2 cardiomyocytes from peroxide injury. H2O2 injury protection, ATPLite, 2 h. protection from H2O2 cell death, % at 20 µM. 0.63% of 360,000 active;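 active = compounds giving at least 50% protection of heart cells from peroxide-induced death in the single-dose screen, raw or plate-pattern-corrected value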;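 also: 0% = DMSO wells with peroxide and 100% = DMSO wells without peroxide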
MC4R antagonist = human MC4R antagonism in cAMP assay; MC4R-expressing cells, MTII-stimulated cAMP, LANCE TR-FRET; inhibition, % at 6.5 µM; 0.48% of 360,000 active;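 active = inhibition above its plate's cutoff, the mean of tested wells on that plate plus 3 SD, cut at about 29% in these data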;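 also: 0% = Melanotan II alone and 100% = Melanotan II plus saturating MCL0020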
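Material – human MC4R-expressing U2OS cells · Repeats – no replicates · Detection – TR-FRET with Eu-cAMP and labeled anti-cAMP, 671 nm · Times – compound 30 min, challenge 1 h, detection 1 h · Compound – single nominal compound dose of 6.5 µM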
The depositor's hits bear a star; . = no result given.

mol	Glyco luc inh	aDG glyco up	CaV13 ICDI inh	PDI inh	HTR2A ag	ABCB6 inh 2	MC4R ag barr	Vif inh	H9c2 protect	MC4R antagonist
O=C(CCc1nc(-c2ccccc2Cl)no1)NC1CCCC1	0	0.4	.	0	-3	99	-2.5	-12	0	3
CS(=O)(=O)Nc1cccc(-c2cc(NC=O)c3ncc(-c4ccc(F)cc4)n3c2)c1	0	0.3	-10	-4	-6	94	-1.9	-3	19	-22
Cc1ccccc1NC(=O)c1cccnc1	-2	0.0	-20	-2	5	90	1.1	-5	-1	18
O=C1c2ccccc2C(=O)N1Cc1ccc2c(c1)OCO2	-1	0.0	-8	-7	-2	97	-1.0	5	2	-3
COc1ccc(C(=O)NCCNc2nc3c(C)cccc3cc2C#N)cc1OC	4	0.0	-5	9	-1	92	-0.6	2	17	-4
O=C(NNC(=O)C12CC3CC(CC(C3)C1)C2)c1ccccc1O	-5	0.8	-18	1	4	93	-1.6	-1	49	10
O=C1c2ccccc2C(=O)N1CCCCSc1nnc(-c2ccc(OC(F)F)cc2)o1	-1	-0.2	-4	8	-2	97	1.4	-5	-5	-3
O=C(c1ccc(Br)o1)N1CCN(C/C=C/c2ccccc2)CC1	2	0.1	-5	-1	-4	98	1.9	2	4	-2
CC1(C(=O)NS(=O)(=O)c2ccccc2C(F)(F)F)CCN1C(=O)CC1CCCCC1 (configuration not stated)	-1	-0.1	-12	-23	0	99	-3.5	0	6	13
CC1CCN(CC(=O)Nc2ccccc2C#N)CC1	-1	0.3	-5	3	4	99	4.2	5	-6	2
COc1cccc(CNC(=O)c2ccc(NC(=O)C3=CSCCO3)cc2)c1	-2	-0.1	-3	8	0	95	1.1	1	-3	-4
CCOc1ccccc1C(=O)NN1C(=O)CCC1=O	1	0.2	-5	2	0	99	0.9	-2	6	11
Cc1cc(C)c[n+](-c2nc([O-])sc2C=O)c1	2	0.7	.	-1	3	95	0.2	6	9	-3
O=C(NNC(=O)c1cccs1)c1cccnc1	2	0.5	-3	11	2	94	1.8	1	3	0
COc1cc2c(cc1OC)CN(C(=S)NC(=O)c1ccccc1)CC2	-1	0.4	-6	-1	5	78	-1.7	-1	-2	-3
C#CCOCCOCCOCCNc1nc(N2CCN(C(=O)Cn3cc(CCO)nn3)CC2)nc(N2CCN(C(=O)[C@H](CCCCN)n3cc(CC(C)O)nn3)CC2)n1 (some centres not stated)	2	0.0	16	2	7	96	-0.9	-4	8	5
CCC(=NCCN1CCNCC1)C1=C(O)CC(C)(C)CC1=O	1	0.0	-7	-4	0	98	0.5	22	14	3
CCN1C[C@@H]2[C@@H]3C(=O)N(C)C(=O)[C@@H]3[C@](C)(C(=O)OC)N2C1=NC	2	0.0	-5	14	9	101	0.3	7	8	-8
CC(C)C(=O)N1CCN(c2ccccc2NC(=O)c2ccc(C#N)cc2F)CC1	2	0.2	-5	5	-4	98	1.3	-4	7	9
Cc1ccc(N2C(=O)C(CC(=O)Nc3cccc(F)c3)N(CCc3ccncc3)C2=O)cc1 (configuration not stated)	2	0.3	-15	11	-1	100	1.4	2	-4	3
O=C1OC(/C=C/c2ccc(Cl)cc2)=NC/1=C/c1ccco1	1	-0.1	-6	-3	-2	89	0.8	-1	0	6
CCC(C)Nc1ccc(NC(C)CC)cc1 (configuration not stated)	-16	0.1	.	.	-1	125	1.8	-11	-10	-4
O=CN1CCN(C(=O)c2ccc([N+](=O)[O-])cc2)CC1	2	0.4	-4	3	-3	96	-0.8	.	1	4
COCCN1C(=O)C(=O)/C(=C(/O)c2ccc(OC(C)C)cc2)C1c1cccnc1 (configuration not stated)	2	0.0	-5	-3	1	92	-0.7	10	-1	-4
C=CCNC(=S)NNC(=O)c1ccncc1	2	0.0	-4	-5	3	95	-0.7	19	-1	5
C=C1C(C(=O)Nc2ccc(OC)cc2)C1C(=O)Nc1ccc(OC)cc1 (configuration not stated)	1	0.0	0	6	-3	93	-2.6	-2	1	2
Cc1ccccc1C(=O)NC(=S)Nc1ccc(S(=O)(=O)N(C)c2ccccc2)cc1	-4	0.0	.	12	0	105	-0.2	-5	-19	4
C=CCC(CC=C)(C(=O)O)c1ccccc1	1	-0.4	-7	2	1	99	-2.0	3	10	9
CCOc1ccc(N2C(=O)Nc3ccc(Br)cc3C2(O)C(=O)NCCN(C)C)cc1 (configuration not stated)	1	0.0	-2	1	-7	94	-0.7	3	3	8
CCc1noc(C)c1C(=O)OCC(=O)Nc1ccc(F)cc1Cl	1	0.1	-5	-4	-4	103	-1.9	-4	8	-1
O=C(N1CCCCC1)N1CCN(S(=O)(=O)c2ccc(Cl)cc2)CC1	-2	0.0	-33	-5	-1	92	-3.2	14	-6	10
CCOC(=O)c1sc(NC(=O)CCN2CCOCC2)c(C(=O)OCC)c1C	1	0.1	-7	10	0	96	0.6	.	-13	18
COc1ccc(NC(=O)CC2SC(=N)N(c3ccccc3)C2=O)c(OC)c1 (configuration not stated)	1	-0.2	4	-1	0	96	1.8	-4	0	9
COc1ccccc1NC(=O)c1sc2nc(-c3ccco3)ccc2c1N	-1	0.1	.	-7	0	96	-1.0	-1	15	14
CC(=O)OCC(O)C1(O)CCC2C3CCC4=CC(=O)CCC4(C)C3C(O)CC21C (configuration not stated)	3	-0.4	.	.	6	107	1.4	-10	2	5
COc1ccc(C2CC(=O)Oc3cc(C)c(Cl)c(C)c32)cc1 (configuration not stated)	1	-0.1	-6	-3	-2	109	0.5	2	-13	-7
N#CC1CC(c2ccccc2)=NN1c1ccccc1[N+](=O)[O-] (configuration not stated)	-3	-0.1	-4	10	1	89	-3.3	2	-8	-5
COc1ccc(CNC(=O)c2sc(=S)n(-c3ccccc3)c2N)cc1	-2	0.0	-20	-1	9	102	2.4	-5	1	-2
O=[N+]([O-])c1ccc(N/N=C/c2cccnc2)cc1	3	-0.2	-6	1	-9	91	-1.6	12	10	-6
COc1ccc(-c2[nH]c(-c3ccc(F)cc3)nc2SCC(=O)NCc2ccco2)cc1OC	2	-0.4	-4	.	-5	96	-0.3	-6	2	-6
O=C(CSc1nnc(-c2ccccc2)o1)N1CCCC1	-2	-0.1	-4	1	3	100	-0.4	4	1	20
COc1ccc(OC)c(NC(=O)C2CCCC2)c1	0	2.2	-4	11	2	98	0.0	1	2	2
COc1ccc(C(=O)NC2CCCCCC2)cc1S(=O)(=O)N1CCOCC1	0	-0.1	.	9	1	98	-0.6	1	2	10
O=C(c1ccc2nc[nH]c2c1)N1CCN(c2ncc(C(F)(F)F)cc2Cl)CC1	-1	0.1	-6	-5	5	107	1.7	8	-9	-8
Cc1nc(-c2ccc(S(=O)(=O)N3CCN(c4ccccc4)CC3)cc2)co1	0	0.0	-5	-14	-2	96	-1.4	-7	-7	1
COc1ccc(/C=N/OC/C(O)=C(\C#N)c2nc3ccccc3[nH]2)cc1OC	-2	0.0	-3	-7	0	104	-2.1	-2	1	6
CCOc1ccc(/C=C2\SC(=O)N(CCNC(=O)CN3C(=O)NC4(CCCC4)C3=O)C2=O)cc1OC	2	-0.2	.	-26	-9	92	-3.9	-10	1	-12
O=S(=O)(c1ccc(Cl)cc1)N1CCN=C1SCc1cccc(Cl)c1	-3	0.5	-3	4	-9	95	0.9	0	-11	8
Cc1ccccc1NC(=O)COC(=O)c1cccc(S(=O)(=O)N2CCCCC2)c1	2	0.1	-5	-2	5	91	0.2	-3	1	0
Cc1ccccc1N1CCN(C2CCCN(C(=O)CCn3cnnn3)C2)CC1 (configuration not stated)	0	0.0	-6	-2	0	97	-3.0	-10	-1	1

Continued.
mol	Glyco luc inh	aDG glyco up	CaV13 ICDI inh	PDI inh	HTR2A ag	ABCB6 inh 2	MC4R ag barr	Vif inh	H9c2 protect	MC4R antagonist
COC(=O)c1ccn(CSc2cc(Cl)ccc2Cl)n1	0	0.1	-4	20	21*	101	-0.9	1	-11	3
CNC[C@H]1Oc2ccc(NC(=O)Cc3cn(C)c4ccccc34)cc2CC(=O)N([C@@H](C)CO)C[C@H]1C	3	-0.1	-5	8	1	97	-0.3	.	4	2
O=C(Nc1cccnc1)c1coc(=O)c2ccccc12	-1	-0.5	-4	-2	-2	87	-0.7	-6	8	6
COC(=O)[C@]12CCCCC=C1N(CCC1=CCCCC1)C(=O)[C@H](CC(=O)NCCCCc1ccccc1)C2	.	0.2	-5	.	2	100	.	.	.	.
COc1ccc(C(O)c2nc(-c3cccc(CO)c3)cs2)cc1 (configuration not stated)	3	-0.1	-5	7	8	103	-0.3	5	-7	2
Cc1nn(C)cc1CNC(=O)c1cc2n(n1)C(C(F)(F)F)CC(c1cccs1)N2 (configuration not stated)	-3	0.4	-8	-2	-1	91	-0.8	-6	-11	-9
Cc1cc(C(F)F)n2nc(C(=O)NCc3ccccc3F)nc2n1	-2	0.2	-1	5	4	103	1.7	6	-9	-8
COc1ccc(OC)c(C2C(C(=O)c3cccs3)=C(O)C(=O)N2CCN(C)C)c1 (configuration not stated)	2	0.1	.	-1	-2	94	-0.9	-4	6	-3
CCCCCn1c(=O)[nH]c2cc(C(=O)N3CCN(C(=O)OCC)CC3)ccc2c1=O	2	-0.1	-4	1	-1	87	-1.4	24	-5	4
C[C@H]([C@@H](N)C(=O)N[C@@H](C(=O)O)[C@@H]1O[C@H](n2ccc(=O)[nH]c2=O)[C@@H](O)[C@H]1O)[C@@H](O)c1ccc(O)cn1	1	0.3	-5	3	-3	97	-0.9	2	4	8
CCCCn1c(N)c(N(CCC(C)C)C(=O)c2ccc3c(c2)OCO3)c(=O)[nH]c1=O	2	1.8	-7	10	-2	99	2.3	17	10	7
CCCCC1=CC2=C(c3ccco3)C(=O)C(C)(OC(=O)c3ccc(OC)cc3)C(=O)C2=CN1Cc1ccc2c(c1)OCO2 (configuration not stated)	0	0.0	.	2	1	115	-1.2	3	-6	18
CCCCC(=O)Nc1ccc2oc(-c3cccnc3)nc2c1	2	0.0	-2	16	-3	84	-0.7	3	11	0
CCc1nnc(NC(=O)c2cc(C)oc2C)s1	-2	1.3	.	-5	-2	105	0.4	-1	-4	4
O=Cc1cn(CC(=O)Nc2ccc3c(c2)OCO3)c2ccccc12	-4	1.7	-6	-8	1	99	-0.9	-18	-13	26
CC(=O)c1ccc2c3c(ccc([N+](=O)[O-])c13)CC2	-1	0.1	-8	-1	-8	96	-3.0	6	8	6
Cc1ccc(CN2CCN(Cc3ccc(O)cc3)CC2CCO)o1 (configuration not stated)	-1	0.0	-5	8	-1	97	-2.6	-1	13	9

Structures listed above marked active in HTR2A ag.
structure,Glyco luc inh,aDG glyco up,CaV13 ICDI inh,PDI inh,HTR2A ag,ABCB6 inh 2,MC4R ag barr,Vif inh,MC4R antagonist
COC(=O)c1ccn(CSc2cc(Cl)ccc2Cl)n1,0,0.1,-4,20,21*,101,-0.9,1,3
